Autofluor Jurkat – compound fluoresces in Jurkat cells, VLA-4 screen interference. compound autofluorescence, flow cytometry; stronger effect = higher value; 1 = vehicle-only cell background. fluorescence ratio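 (tested at 10 µM compound in the well)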. hit rate 0.61% among 24,000. AID 576;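 active means fluorescence ratio above 2.44, which is 1 plus 3 SD of all ratios; inconclusive means signal too bright to measure linearly, ratio around 10 or more; inactive means fluorescence ratio below 2.44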;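 further: green fluorescence of cells measured with 488 nm excitation and 530 nm emission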
VLA-4 antagonist – inhibitors of LDV-FITC ligand binding to Mn2+-activated human VLA-4 integrin. P13612. AID 529. Jurkat cells, LDV-FITC binding with Mn2+, flow cytometry; 100% = Mn2+-driven binding gain fully reversed. hit rate 0.2% among 24,000. inhibition, % at 10 µM (by protocol);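 active means inhibition above 50%; inconclusive means compound itself fluorescent, judged against control cell fluorescence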;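 further: 0% = Mn2+ stimulated cells lacking compound and 100% = ligand binding without Mn2+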
Target sequence (P13612 whole entry, looked up): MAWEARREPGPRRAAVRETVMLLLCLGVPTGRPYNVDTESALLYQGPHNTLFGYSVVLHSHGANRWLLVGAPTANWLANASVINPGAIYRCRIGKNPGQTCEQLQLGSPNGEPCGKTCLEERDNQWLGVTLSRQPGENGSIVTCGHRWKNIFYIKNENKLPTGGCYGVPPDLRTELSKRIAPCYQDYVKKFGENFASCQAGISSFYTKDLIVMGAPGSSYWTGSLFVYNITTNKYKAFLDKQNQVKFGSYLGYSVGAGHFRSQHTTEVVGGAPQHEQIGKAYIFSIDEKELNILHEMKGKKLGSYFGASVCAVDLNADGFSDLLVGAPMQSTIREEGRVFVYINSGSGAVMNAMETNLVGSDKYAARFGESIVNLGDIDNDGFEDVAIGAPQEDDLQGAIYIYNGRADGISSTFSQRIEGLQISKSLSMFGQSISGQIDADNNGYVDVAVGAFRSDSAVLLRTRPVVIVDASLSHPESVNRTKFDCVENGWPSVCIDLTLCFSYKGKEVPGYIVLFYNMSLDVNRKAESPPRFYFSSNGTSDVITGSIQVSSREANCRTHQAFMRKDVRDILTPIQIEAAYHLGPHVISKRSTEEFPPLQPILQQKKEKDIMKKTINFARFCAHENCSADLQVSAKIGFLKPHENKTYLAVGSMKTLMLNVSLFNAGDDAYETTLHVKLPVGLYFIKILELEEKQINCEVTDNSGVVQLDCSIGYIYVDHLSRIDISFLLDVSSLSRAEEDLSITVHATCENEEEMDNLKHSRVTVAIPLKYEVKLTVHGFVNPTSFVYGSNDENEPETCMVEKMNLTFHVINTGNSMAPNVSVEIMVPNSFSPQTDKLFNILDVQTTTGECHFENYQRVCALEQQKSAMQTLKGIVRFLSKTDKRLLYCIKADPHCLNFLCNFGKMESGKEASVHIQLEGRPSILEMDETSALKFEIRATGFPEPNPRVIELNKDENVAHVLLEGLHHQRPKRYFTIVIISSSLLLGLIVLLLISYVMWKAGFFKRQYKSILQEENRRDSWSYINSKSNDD
VLA-4 agonist – allosterically activates the human VLA-4 integrin. Jurkat cells, LDV-FITC binding, flow cytometry. activation, % at 10 µM (by protocol). 24,000 tested, under 10 active;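 active means fluorescent ligand binding to cells raised by more than 40% of the manganese-induced maximum; inconclusive means compound's own fluorescence above 85% of the ligand control signal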;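 further: 0% = ligand binding without compound and 100% = manganese-stimulated maximal binding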
LNCaP diff act – LNCaP prostate cell differentiation activation; flow cytometry side scatter, 4 d; AID 795; hit rate 0.56% among 24,000; side scatter shift, % at 10 µM;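 active means side scatter shift above 30%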;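 further: androgen-responsive LNCaP prostate cancer cells in charcoal-stripped serum medium; percent of cells past a gate set so DMSO wells show 10% shift; higher shift means more granular cells and more differentiation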
The depositor's hits bear a star; ? = inconclusive; / = not tested or not shown.

SMILES	Autofluor Jurkat	VLA-4 antagonist	VLA-4 agonist	LNCaP diff act
CCOc1ccc(NC(=O)CC2NCCNC2=O)cc1 (configuration not stated)	0.94	-14	1	8
O=C(O)c1cc(-c2ccncc2)nc2ccc(S(=O)(=O)N3CCOCC3)cc12	1	-13	4	17
C=CCn1sc(=N)c(C#N)c1N	1	5	-2	16
COc1ccc(-c2nc3n(n2)C(c2ccncc2)C(C(N)=O)=C(C)N3)cc1 (configuration not stated)	1	-9	-3	18
CN(CCCNC(=O)COc1cc(=O)n(C)c2ccccc12)Cc1ccccc1	1.1	23	2	6
CCOC(=O)N1CCN(C(=O)CSc2nnc(CNC(=O)c3ccccc3F)o2)CC1	1	4	2	8
O=C(Nc1cccc(F)c1)N1CC=C(n2c(=O)[nH]c3ccccc32)CC1	1.1	3	-1	9
O=C(Cn1c(=O)oc2cc(S(=O)(=O)N3CCCCCC3)ccc21)NC1CCCCC1	1	17	0	19
CCc1nnc(NC(=O)CN2CCN(c3ccccc3OC)CC2)s1	1.1	12	-5	10
Cc1n[nH]c(C)c1S(=O)(=O)N(CC(=O)NC1CCCC1)c1ccc(C(C)C)cc1	1	-3	1	9
COC(=O)c1cc(=O)nc2sc(-c3ccccc3)nn12	0.99	-7	10	8
CC1(C2(O)CC(c3ccccc3)ON2)CCCCC1 (configuration not stated)	1	13	-2	4
COc1ccc(C/C(N)=N/n2cnnc2)cc1Cl	1.1	-12	-4	2
COC(=O)c1cccc(C(=O)Nc2ccc(C)cc2)n1	0.94	-3	10	7
CSc1ccccc1NC(=O)C1CCCO1 (configuration not stated)	1.1	-11	6	11
CCCn1c2c(c(O)c(C(=O)NC)c1=O)CCCC2	1	-15	10	9
CCN1CCN(C(=O)C2CCN(Cc3nc(-c4ccc(Cl)cc4)oc3C)CC2)CC1	1.1	?	?	10
CCOC(=O)C1=C(C)Nc2nc(C)nn2C1c1ccc(OC)c(OC)c1 (configuration not stated)	1.3	?	?	4
Cc1ccc(NC(=O)c2noc3c2CCCCC3)cc1C	1	8	0	9
O=C(Cn1cnc2ccccc2c1=O)NCCC(=O)Nc1ccc2c(c1)OCCO2	1	?	?	5
Cc1cccc(OCC2=NS(=O)(=O)c3ccccc3N2)c1	1.4	?	?	9
Cc1cccc(N2CCN(C(=O)c3ccc(CS(=O)(=O)c4ccccc4C)o3)CC2C)c1 (configuration not stated)	1.1	-7	7	7
CCC(=O)N1CCc2cc(S(=O)(=O)NCCCN3CCN(Cc4ccccc4)CC3)ccc21	1	7	1	11
CC1CCCN(C(=O)CN2C(=O)c3ccccc3C2=O)C1 (configuration not stated)	0.98	-10	0	9
Cn1cccc1Cc1nnc(SCC(=O)NC2CCCCC2)n1-c1ccc(F)cc1	1	1	1	8

14 compounds already listed, ordered by count of non-hydrogen atoms, high to low:
SMILES	Autofluor Jurkat	VLA-4 antagonist	VLA-4 agonist	LNCaP diff act
CCC(=O)N1CCc2cc(S(=O)(=O)NCCCN3CCN(Cc4ccccc4)CC3)ccc21	1	7	1	11
Cc1cccc(N2CCN(C(=O)c3ccc(CS(=O)(=O)c4ccccc4C)o3)CC2C)c1 (configuration not stated)	1.1	-7	7	7
CCOC(=O)N1CCN(C(=O)CSc2nnc(CNC(=O)c3ccccc3F)o2)CC1	1	4	2	8
O=C(Cn1cnc2ccccc2c1=O)NCCC(=O)Nc1ccc2c(c1)OCCO2	1	?	?	5
CN(CCCNC(=O)COc1cc(=O)n(C)c2ccccc12)Cc1ccccc1	1.1	23	2	6
O=C(O)c1cc(-c2ccncc2)nc2ccc(S(=O)(=O)N3CCOCC3)cc12	1	-13	4	17
CCOC(=O)C1=C(C)Nc2nc(C)nn2C1c1ccc(OC)c(OC)c1 (configuration not stated)	1.3	?	?	4
CCc1nnc(NC(=O)CN2CCN(c3ccccc3OC)CC2)s1	1.1	12	-5	10
Cc1ccc(NC(=O)c2noc3c2CCCCC3)cc1C	1	8	0	9
CCOc1ccc(NC(=O)CC2NCCNC2=O)cc1 (configuration not stated)	0.94	-14	1	8
CCCn1c2c(c(O)c(C(=O)NC)c1=O)CCCC2	1	-15	10	9
COc1ccc(C/C(N)=N/n2cnnc2)cc1Cl	1.1	-12	-4	2
CSc1ccccc1NC(=O)C1CCCO1 (configuration not stated)	1.1	-11	6	11
C=CCn1sc(=N)c(C#N)c1N	1	5	-2	16

(cont.)
SMILES	Autofluor Jurkat	VLA-4 antagonist	VLA-4 agonist	LNCaP diff act
CC(=O)OC1c2ccccc2C(=O)N1Cc1ccccc1Cl (configuration not stated)	1.1	4	-2	7
COc1ccc(OC)c(S(=O)(=O)N2CCN(c3c(C)cccc3C)CC2)c1	1	-9	4	12
C=CCNC(=O)C1CCCN(S(C)(=O)=O)C1 (configuration not stated)	1	-23	0	9
CC(=O)N1CCc2cc(S(=O)(=O)NCCCOC(C)C)ccc21	1	-23	-2	5
NC(CO)C(=O)NNCc1ccc(O)c(O)c1O (configuration not stated)	0.99	-11	-1	4
COc1ccccc1NC(=O)CCn1c(=O)sc2ccccc21	1.1	-20	-4	3
CN(C)c1oc(-c2ccccc2Cl)nc1C#N	0.9	-22	-1	8
COc1ccc(NC(=O)C(c2ccc(OC)cc2)N(C)C(=O)c2cnccn2)cc1 (configuration not stated)	1	-1	4	5
COc1ccc(S(=O)(=O)Cc2ccc(C(=O)NCc3ccc(F)cc3)o2)cc1	1.1	1	3	2
COCCn1c(CN2CCN(c3cccc(Cl)c3)CC2)nc2c1c(=O)n(C)c(=O)n2C	1	-4	1	7
Cc1nc(NC(=O)CCC(=O)O)sc1C(=O)N(C)C	1.1	-12	8	11
CN(C)S(=O)(=O)c1ccc2c(c1)c(=O)c(C(=O)N1CCN(c3ccccn3)CC1)cn2C	1	-8	-2	5
Cc1cc(C)c2[nH]c(=O)c(C(c3nnnn3Cc3ccc4c(c3)OCO4)N3CCC(C)CC3)cc2c1 (configuration not stated)	1.2	-18	4	3
N#Cc1nc(-c2ccc(Cl)cc2)oc1NCCc1ccccn1	0.94	-3	0	14
COc1ccc(Cl)cc1-n1c(=S)sc2c(=O)[nH]c(SCC(=O)NCC3CCCO3)nc21 (configuration not stated)	1.1	-10	-3	3
O=C(CC1CCCCC1)OCn1nnc2ccccc2c1=O	0.95	-5	4	5
CCOc1ccccc1Oc1coc2cc(O)ccc2c1=O	1	3	4	9
CC[C@H]1OC(=O)C[C@@H](O)[C@H](C)[C@@H](O[C@@H]2O[C@H](C)C[C@H](N(C)C)[C@H]2O)[C@@H](CC=O)C[C@@H](C)C(=O)C=C[C@]2(C)O[C@H]2[C@@H]1C	1	-2	-6	15
COc1ccc2nc(NC(=O)C3CCCN(S(=O)(=O)c4cccs4)C3)sc2c1 (configuration not stated)	1.1	28	-11	5
Cn1nc(-c2ccc(Cl)cc2)c2cc(C(=O)N3CCCC3)sc21	1.1	23	-9	4
Cc1ccc(N=C2NC(=O)CS2)c(C)c1	0.92	-18	0	2
COc1ccc(C(=O)N2CCN=C2SCc2cccnc2)cc1OC	1	-10	5	11
O=C(C1COc2ccccc2O1)N1CCn2c(nc3ccccc32)C1 (configuration not stated)	0.96	-5	3	2
COc1ccc(-c2nnc(-c3ccc(N)cc3)o2)cc1	1.1	-20	0	12
COc1ccc2cc(C(=O)N3CCOCC3)sc(=O)c2c1OC	1	-11	8	4
SMILES	Autofluor Jurkat	VLA-4 antagonist	VLA-4 agonist	LNCaP diff act
Cc1cccc(NC(=O)c2ccc(NS(=O)(=O)c3c(C)noc3C)cc2)c1	1.1	-3	-4	13
COC(=O)CCC(=O)c1oc2ccc(Cl)cc2c1NC(=O)CCCN1C(=O)c2ccccc2C1=O	1.1	24	-12	13
O=C1CC(N2CCN(c3ccc(Cl)c(Cl)c3)CC2)C(=O)N1 (configuration not stated)	1	-19	-5	5
COCCN(CCOC)C(=O)c1c[nH]c2ccc(S(=O)(=O)N(C)c3ccc(F)cc3)cc2c1=O	1	-6	5	5
Cc1cc(C(=O)O)c(=O)[nH]c1C	1	0	2	3
CC(=O)Nc1ccc(S(=O)(=O)Nc2nc3ccccc3nc2N2CCCC2)cc1	1.1	-20	0	2
CN(Cc1ccccc1)S(=O)(=O)c1ccc2[nH]cc(C(=O)NCC3CCCO3)c(=O)c2c1 (configuration not stated)	1.1	-1	-1	19
COc1ccc2cc(CN(Cc3ccco3)C(c3nnnn3C3CCCCC3)C(C)C)c(=O)[nH]c2c1 (configuration not stated)	1.1	-7	4	4
Cc1ccc(CS(=O)(=O)CCC(=O)NCc2ccc3c(c2)OCO3)cc1	0.74	-29	14	1
Cc1cc(Nc2cccc(Cl)c2)n2ncnc2n1	0.84	?	?	14
COc1ccccc1NC(=O)c1ccc(NS(=O)(=O)c2c(C)noc2C)cc1	1.1	-8	-4	8
CCCCNC(=O)CCCn1c(=S)[nH]c2cc3c(cc2c1=O)OCO3	1.2	-11	0	6
CCOC(=O)N1CCC(O)(c2cc(C)c(C)cc2C)CC1	0.98	-14	4	11
CCCCNC(=O)c1cc(-c2ccc(OC)c(OC)c2)on1	1.1	2	-4	13
O=C(Nc1nccs1)c1ccc(Cl)c(S(=O)(=O)N2CCCCC2)c1	1	-14	2	15
Cc1ccccc1C(=O)Nc1ccc2nc3n(c(=O)c2c1)CCC3	1.1	-3	0	12
O=C(NC1CCCCC1)C(c1ccccc1)N1CCC2(CC1)OCCO2 (configuration not stated)	1	-7	-3	9
Nc1nnnn1/N=C/c1ccccn1	1	-4	-2	3
O=C(CN1CCN(c2ccccn2)CC1)Nc1ccc(OCc2ccccc2)cc1	1	0	1	11
Cc1nc(CCNC(=O)c2ccccc2)cs1	0.94	-2	-3	7
O=C(Nc1ccccc1C(=O)N1CCOCC1)c1cccc(S(=O)(=O)N2CCCC2)c1	1	-15	3	3
Cc1cc(C)n(CC(=O)O)n1	0.96	-6	-2	5
CCOC(=O)Cn1c(=O)oc2cc(S(=O)(=O)N3CCc4ccccc43)ccc21	1.4	?	?	8
O=C(NC1CC1)c1ccc(CSCc2cccc(F)c2)o1	1.1	28	-8	2
CCc1nnc(NC(=O)c2ccc(COc3ccccc3)o2)s1	1	-4	2	24
SMILES	Autofluor Jurkat	VLA-4 antagonist	VLA-4 agonist	LNCaP diff act
COc1cccc(CNC(=O)Cn2cc3c(n2)CCCC3)c1	1.1	-20	-1	1
CCOC(=O)N1CCN(C(=O)CNS(=O)(=O)c2cccs2)CC1	1	-11	4	2
Cc1cc(-c2nsc(=O)o2)c(S(C)(=O)=O)s1	1.1	-19	-4	7
Cn1cc(C(=O)N2CCN(c3ccccn3)CC2)c(=O)c2cc(S(=O)(=O)N3CCOCC3)ccc21	1	9	1	3
COCCNC(=O)c1cc(-c2cccc(OC)c2)on1	1	7	6	10
C=CCn1c(N)c(C(=O)NCCC2=CCCCC2)sc1=S	1	38	-3	5
O=C(NCC1CCCO1)c1ccc2c(c1)N(Cc1ccccc1)C(=O)CS2=O (configuration not stated)	1.1	1	-8	3
CN(CC(=O)NCc1ccc(Cl)cc1)S(=O)(=O)c1cccc2nsnc12	1.1	-11	3	9
CC(=O)ON1C(C)(C)CC(OC(=O)c2ccccc2)CC1(C)C	0.96	-2	0	11
COC(=O)CSC1=C(C#N)C(c2ccc(F)cc2)CC(=O)N1 (configuration not stated)	1	-12	2	1
CCOC(=O)N1CCN(C(=O)C2CCN(Cc3nc(-c4ccccc4C)oc3C)CC2)CC1	0.98	?	?	13
CCOC(=O)N1CCC(N(CCCOC)C(=O)Nc2cccc(OC)c2)CC1	1	1	0	8
CCOC(=O)c1cn(CC)c2ccc(S(=O)(=O)N3CC(C)CC(C)C3)cc2c1=O (configuration not stated)	1.1	17	-9	10
Cc1ccc(N(CC(=O)Nc2ccc(F)c(Cl)c2)S(=O)(=O)c2c(C)noc2C)cc1	0.98	23	-6	4
CCN(C(=O)c1c(OC)cccc1OC)c1nnc(-c2cccnc2)s1	0.96	2	-4	14
O=C(Nn1cnnc1)C1Cc2ccccc2CN1S(=O)(=O)c1ccc(F)cc1 (configuration not stated)	0.94	-24	5	17
Cc1nc(NC(C)C(=O)O)c2nc(C)oc2n1 (configuration not stated)	0.95	1	5	1
COc1ccc(S(=O)(=O)Nc2cccc(Cl)c2)cc1OC	1	-8	1	14
CN(C)c1nc2c(c(=O)n(C)c(=O)n2C)n1CC(=O)c1cccs1	0.99	-8	1	6
COCCN1C(=O)C(CC(=O)Nc2ccc(C(=O)O)cc2)SC1=Nc1ccccc1 (configuration not stated)	0.97	10	1	5
C=CCNc1ncnc2c1[nH]c1ccc(Cl)cc12	1.2	?	?	/
O=C(Nn1c(=O)[nH]c2ccsc2c1=O)c1ccccc1	0.99	12	-1	3
CCOC(=O)c1ccc(NCc2ccc3c(c2)OCO3)cc1	0.86	-11	2	4

Look-ups from the list.
`CN(CC(=O)NCc1ccc(Cl)cc1)S(=O)(=O)c1cccc2nsnc12` in VLA-4 agonist is entered as 3
`O=C(Nc1cccc(F)c1)N1CC=C(n2c(=O)[nH]c3ccccc32)CC1` in Autofluor Jurkat is entered as 1.1

This is a subset. The share of hits here may be higher or lower than overall.
